TRPN1 ag: zebrafish TRPN1 channel agonists, primary screen, cell-based, HEK293, calcium fluorescence; hit rate 0.18% among 220,000; HEK293 zebrafish TRPN1-YFP, Fluo-8 calcium fluorescence; 100% = response to 87 µM carbachol; activation, % at 3 µM; transient receptor potential cation channel N1 (TRPN1/NompC), Danio rerio; AID 1424, 2008;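 active = activation above its plate's cutoff, the mean activation of test wells on that plate plus 3 SD, cut at about 19% in these data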;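 also: 0% = DMSO alone and 100% = 87 µM carbachol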
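System: zebrafish TRPN1-YFP in HEK293 cells / Dosing: 3 µM single point / Timing: dye loading 1 h at 37 °C, then 30 min room temperature / Signal: Fluo-8 calcium fluorescence, excitation 470-495 nm, emission 515-575 nm / Read-out basis: percent activation from peak over basal fluorescence ratio, control-normalized / Control set: high carbachol 87 µM, low DMSO alone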
BaF3 parental: parental Ba/F3 cell viability inhibition, counter-screen for JAK2V617F inhibitor project, murine pro-B, CellTiter-Glo luminescence; CellTiter-Glo ATP luminescence; inhibition, % at 5.6 µM; hit rate 1.1% among 220,000;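 active = inhibition above a per-campaign cutoff, the mean inhibition of all tested compounds plus 3 SD, cut at about 27% in these data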;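 also: 0% = DMSO wells and 100% = JAK Inhibitor I control wells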
PERK inhibitor: block of dimerizer-induced PERK translation repression, primary screen, PERK inhibitor project, CHO PERK-DD cells, SEAP luminescence, HTS. inhibition, % at 5.6 µM. CHO PERK-DD fusion, SEAP luminescence translation reporter. AID 1416, 2008. Eukaryotic translation initiation factor 2-alpha kinase 3 (Homo sapiens), Q9NZJ5. hit rate 0.17% among 220,000;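 active = inhibition above the mean inhibition of all tested compounds plus 3 SD, set separately per screening campaign, cut at about 2.9% in these data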;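 also: PERK kinase domain activated by AP20187 dimerizer at 100 nM; 0% = DMSO with dimerizer and 100% = rapamycin at 8.4 µM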
TRPML3 agonist: human TRPML3 channel agonists, primary screen, cell-based, HEK293 TRPML3-YFP, Fluo-8 calcium fluorescence, 3 µM. activation, % at 3 µM. Mucolipin-3 (Homo sapiens), Q8TDD5. 100% = the carbachol control signal. AID 1448, 2008. hit rate 0.29% among 220,000;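 active = activation above its plate's cutoff, the mean activation of the plate's test wells plus 3 SD, cut at about 12% in these data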;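 also: 0% = DMSO only wells and 100% = carbachol wells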
Target sequence (Q8TDD5 whole entry, looked up): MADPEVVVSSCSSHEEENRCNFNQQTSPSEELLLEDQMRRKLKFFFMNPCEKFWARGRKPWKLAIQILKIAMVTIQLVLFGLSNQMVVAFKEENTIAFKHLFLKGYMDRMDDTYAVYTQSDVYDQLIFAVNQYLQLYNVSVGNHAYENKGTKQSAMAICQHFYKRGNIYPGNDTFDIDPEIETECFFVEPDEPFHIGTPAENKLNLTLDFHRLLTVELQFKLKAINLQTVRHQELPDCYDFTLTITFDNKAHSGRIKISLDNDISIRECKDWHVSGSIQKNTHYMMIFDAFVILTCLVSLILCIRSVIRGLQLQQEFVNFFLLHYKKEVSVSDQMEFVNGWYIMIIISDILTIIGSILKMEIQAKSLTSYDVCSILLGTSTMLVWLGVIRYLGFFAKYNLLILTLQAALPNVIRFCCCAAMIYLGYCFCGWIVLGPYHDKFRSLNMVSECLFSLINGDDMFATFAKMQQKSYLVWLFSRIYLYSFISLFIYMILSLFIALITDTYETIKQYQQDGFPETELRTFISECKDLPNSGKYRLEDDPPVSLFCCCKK
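Test system – HEK293 line with stable expression of human TRPML3-YFP channel · Control set – carbachol 87 µM final as high control (100%), DMSO as low control (0%) · Signal – Fluo-8 calcium dye fluorescence, ex 470-495, em 515-575 nm · Incubation – 1-h 37 °C dye load, 5-s basal, 120-s post-compound reads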
EP2 mod: EP2 receptor modulators, cAMP readout, primary screen, cell-based, HTRF cAMP, PGE2 stimulation | EP2-expressing cells, cAMP HTRF FRET, PGE2 co-stimulation | Prostaglandin E2 receptor EP2 subtype (Homo sapiens), P43116 | hit rate 0.83% among 260,000 | induction, % at 25 µM;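 active = compounds whose cAMP rise, as percent of the full-agonist control response, exceeds 60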;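 also: rat C6 glioma line stably carrying human EP2 under a CMV promoter; the protocol text gives 20 µM as final concentration; 100% = response of wells given 1 µM PGE2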
S1P4 antagonist: S1P4 receptor antagonists, primary screen, cell-based | Sphingosine 1-phosphate receptor 4 (Homo sapiens), O95977 | S1P4-expressing cells, antagonist mode, reporter read-out | inhibition, % at 4.98 µM | hit rate 0.26% among 220,000 | AID 1510, 2009; in the data active = inhibition above about 29%;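 also: 0% = wells stimulated with agonist and 100% = vehicle wells without agonist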
Target sequence (O95977 whole entry, looked up): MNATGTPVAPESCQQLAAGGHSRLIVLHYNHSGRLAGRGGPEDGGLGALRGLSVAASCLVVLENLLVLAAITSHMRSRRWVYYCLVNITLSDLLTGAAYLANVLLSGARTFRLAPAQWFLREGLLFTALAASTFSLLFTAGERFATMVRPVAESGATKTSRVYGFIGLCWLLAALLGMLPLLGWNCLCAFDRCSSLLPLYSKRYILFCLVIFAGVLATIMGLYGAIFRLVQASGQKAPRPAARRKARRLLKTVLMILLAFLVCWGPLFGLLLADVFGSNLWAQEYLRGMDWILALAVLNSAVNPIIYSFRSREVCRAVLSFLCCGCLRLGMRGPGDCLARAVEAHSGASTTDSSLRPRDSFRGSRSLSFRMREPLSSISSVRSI
m-calpain inh: inhibitors of pig calpain II, primary screen, biochemical, fluorogenic peptide substrate, 1536-well. purified calpain II, 30 min. inhibition, % at 16 µM. hit rate 0.37% among 220,000. AID 1236, 2008;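 active = inhibition above about 50%, limit read from the data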
S1P4 ag: S1P4 receptor agonists, primary screen, cell-based; activation, % at 4.98 µM; hit rate 0.35% among 220,000; S1P4-expressing cell line, agonist reporter assay; Sphingosine 1-phosphate receptor 4 (Homo sapiens), O95977; in the data active = activation above about 11%;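 also: 0% = DMSO vehicle and 100% = reference agonist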
Ba/F3 V617F tox: reduced viability of JAK2V617F-dependent Ba/F3 cells, primary screen, JAK2V617F inhibitor project, cell-based, Ba/F3 EpoR-JAK2V617F, luminescence; ATP luminescence; inhibition, % at 5.6 µM; hit rate 1.1% among 220,000;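 active = inhibition above the campaign mean plus 3 SD over all tested compounds, cut at about 24% in these data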;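 also: cytokine-independent growth of Ba/F3 cells driven by EpoR plus mutant JAK2; 0% = DMSO-treated cells and 100% = JAK inhibitor I control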
* = called active by the depositor; & = joins results of further samples.

SMILES | TRPN1 ag | BaF3 parental | PERK inhibitor | TRPML3 agonist | EP2 mod | S1P4 antagonist | m-calpain inh | S1P4 ag | Ba/F3 V617F tox
CC(c1cccs1)N(Cc1ccco1)C(=S)Nc1ccc(F)c(Cl)c1 (stereo not given) | 1.0 | 6 | 1.1 | 1.0 | 33 | -4 | 8 | 0.4 | -1
CCOC(=O)c1ccc(NC(=O)c2ccc3c(c2)OCO3)cc1 | 5.0 | 2 | 0.5 | 2.1 | 13 | -7 | 3 | -0.2 | -2
O=C(CCl)c1ccc2[nH]c(=O)oc2c1 | -0.3 | -3 | 0.5 | 0.3 | 5 | -1 | 19 | 0.7 | -2
COc1ccc(S(=O)(=O)N2CCC(N3CCN(Cc4ccccc4)CC3)CC2)cc1 | 1.8 | 6 | 0.2 | 1.2 | 25 | 13 | -11 | -1.1 | -1
O=[N+]([O-])c1c(NCCCO)cc(N2CCN(Cc3ccc4c(c3)OCO4)CC2)c2nonc12 | 1.5 | 6 | 0.7 | 0.7 | -3 | -10 | -72 | 1.5 | 2
COc1ccc(NC(=O)CSc2nc3c(c(=O)n2-c2ccccc2)SCC3)c(OC)c1 | 1.0 | -2 | -1.3 | 0.4 | -2 | -23 | -22 | -0.8 | -2
CC(C)NC(=S)N/N=C1\CCCc2ccccc21 | -1.4 | 4 | -0.2 | 0.4 | -21 | 9 | -11 | 0.2 | 1
COc1ccc(C(=O)CN2C(=O)c3ccccc3C2=O)cc1 | -0.5 | -5 | 1.0 | 0.7 | -24 | 4 | 19 | 0.3 | -3
N#C/C(C(=O)N1CCOCC1)=C1/SC(Cc2ccc(F)cc2)C(=O)N1c1ccccc1 (stereo not given) | -0.3 | -1 | 0.1 | -0.3 | -53 | -6 | 15 | -1.2 | -4
COc1cccc(N(C(=O)c2ccco2)C(C(=O)NC2CCCC2)c2ccc(N(C)C)cc2)c1 (stereo not given) | -1.8 | 10 | -0.6 | 0.2 | 41 | 5 | -3 | -1.7 | 4
O=C(O)c1cc(O)ccc1N=Nc1ccccc1 | 0.5 | -4 | 2.0 | 1.1 | 38 | -8 | -8 | 0.8 | -3
CCN(C(=O)COC(=O)CNC(=O)c1ccc(C)c(C)c1)C1CCS(=O)(=O)C1 (stereo not given) | -0.7 | 6 | 0.8 | 1.1 | 13 | -21 | 9 | -0.9 | 0
Cc1cc(NC(=O)CSc2nnc(C3CC3)n2C)no1 | 1.5 | 4 | 2.0 | 1.1 | 3 | 8 | 8 | 0.1 | -4
Nc1nnc(Cc2ccc(F)cc2)s1 | 1.3 | -2 | 1.3 | 0.2 | 30 | 1 | -7 | 0.0 | -6
CN(C)CCNC(=O)Nc1ccc(Cl)c(Cl)c1 | 3.0 | 3 | 1.9 | 0.9 | 15 | 0 | -16 | 0.1 | 1
COc1cccc(NC(=O)Cn2c(CCC(=O)O)ccc2-c2ccccc2)c1 | 0.5 | -2 | 1.0 | 0.2 | 25 | -1 | -121 | 0.5 | -6
O=C(CC1C(=O)NCCN1C(=O)Nc1ccc(C(F)(F)F)cc1)Nc1ccc(F)cc1 (stereo not given) | 1.8 | 3 | -1.3 | 0.1 | -100 | 7 | -12 | -0.3 | 2
C(=C\c1ccccc1)/C=N/Nc1nc(N2CCCCC2)nc(N2CCCCC2)n1 | -0.5 | -1 | 0.8 | -0.2 | 2 | -6 | 11 | 3.4 | -5
c1ccc(OCCN2C3=NCCN3c3ccccc32)cc1 | -0.4 | 6 | -1.1 | 1.1 | 2 | -14 | -6 | 0.3 | 1
O=C(NC(=S)Nc1nc(-c2ccccc2)cs1)c1cncc(Br)c1 | 4.5 | 1 | 1.4 | 4.1 | -30 | -7 | -4 | 2.3 | 0
Cc1ccc(/C=C/C(=O)NCc2ccncc2)cc1 | -0.7 | 5 | 0.1 | 0.1 | -2 | -5 | -3 | 5.7 | -3
O=C(NC1CCCCC1)c1ccccc1NC(=S)NC(=O)C1CC1 | 0.2 | 5 | 0.8 | 1.2 | 13 | -3 | -1 | 1.2 | -6
CC(C)(C)NC(=O)CSc1nc2ccc(Nc3nc(N4CCOCC4)nc(N4CCOCC4)n3)cc2s1 | -1.4 | 2 | 0.2 | -0.9 | 4 | -6 | -88 | 0.7 | 6
COc1ccc(CCn2c(C)cc(C(=O)CSc3nnnn3-c3ccccc3)c2C)cc1 | -0.4 | 4 | 0.7 | 0.6 | 25 | -6 | -17 | 1.1 | 1
O=C(Cn1cc([N+](=O)[O-])cn1)NCc1ccc(-n2cccn2)cc1 | -1.9 | 3 | -0.8 | 0.2 | -18 | -43 | -38 | 0.3 | 1
COc1ccc(CCNC(=O)CSc2nncs2)cc1 | -0.4 | 7 | 1.2 | 0.4 | 0 | -8 | -8 | 0.6 | -2
CCOC(=O)C1=C(c2ccccc2)NC(SCC)=C(C#N)C1c1cccnc1 (stereo not given) | 0.0 | 5 | -0.4 | -1.0 | 11 | -2 | 4 | 0.5 | -1
O=C(c1cccs1)N1CCc2c([nH]c3ccccc23)C1c1ccc(Cl)cc1 (stereo not given) | 0.0 | 4 | -0.8 | 0.6 | 26 | -18 | -38 | 0.5 | -2
Cc1cccc(C(=O)NCc2nnc(SCC(=O)NC(C)c3ccccc3)n2C)c1 (stereo not given) | -0.6 | 9 | -0.1 | 0.1 | 17 | 2 | -5 | 0.6 | 2
CCOCCCNC(=O)C1CCCN1C(=O)Nc1ccccc1[N+](=O)[O-] (stereo not given) | -0.1 | 2 | -0.5 | 0.6 | -14 | -12 | 26 | -0.1 | 3
COc1ccc(C(OC(=O)c2ccco2)C(=O)NC2CCCCC2)cc1 (stereo not given) | 4.2 | 0 | -0.5 | 0.4 | 41 | -6 | 12 | 4.4 | 0
Cc1[nH]c2ccccc2c1C(=O)CSc1nccc(=O)[nH]1 | -0.2 | -3 | 1.3 | 0.8 | 8 | -13 | 2 | -1.0 | -2
COc1ccccc1-n1cnnc1SCC(=O)NC1CCS(=O)(=O)C1 (stereo not given) | 1.8 | 7 | 0.5 | -0.2 | -13 | 2 | 24 | 0.0 | 5
Cc1cccc(C(=O)NC(C(=O)Nc2ccccc2N2CCOCC2)C(C)C)c1 (stereo not given) | -1.3 | 6 | -0.1 | -0.6 | 7 | 17 | 12 | -0.5 | 3
Cc1cc(C)cc(NC(=S)NCCSc2ccc(Cl)cc2)c1 | 0.5 | 8 | 0.3 | 0.7 | 15 | 1 | 22 | -1.4 | -4
COc1ccc2cc3c(N)nn(C(=O)c4cccc([N+](=O)[O-])c4)c3nc2c1 | -0.1 | 1 | 0.4 | 0.6 | -6 | -26 | -25 | 1.5 | -4
Clc1ccc(-c2nnc(-c3ccccc3)c(N3CCSCC3)n2)cc1 | -3.7 | -3 | 0.0 | 0.1 | 27 | -14 | 20 | 2.6 | 0
O=C(Nc1ccccc1-c1nc2ccccc2s1)c1cccnc1Cl | 0.0 | 2 | -0.8 | 1.9 | 63* | -13 | -105 | 0.7 | 0
Cc1c(C(=O)N2CC(C)OC(C)C2)sc2nc(-c3ccc(F)cc3)cn12 (stereo not given) | 1.9 | 3 | 0.8 | 0.2 | -24 | -9 | -2 | -1.1 | -1
COc1cc(CO)ccc1Oc1nnnn1-c1ccc(C(N)=O)cc1 | 0.3 | 0 | 0.8 | 0.0 | 6 | -12 | -15 | -1.0 | -2
CCCn1cnc2cc(NCc3cccs3)ccc21 | 2.2 | 0 | -1.2 | 0.2 | -18 | -2 | -29 | 0.3 | -1
COc1ccc(NC(=O)COc2cccnc2[N+](=O)[O-])cc1OC | -0.7 | 0 | -0.1 | 0.5 | -16 | 10 | 28 | 0.3 | 3
NC(=O)c1ccc[n+](CCC[n+]2cccc(C(N)=O)c2)c1 | 0.8 | 5 | 0.5 | 0.8 | -16&7 | -14 | 11 | -1.1 | 4
O=C(Nc1ccccc1C(=O)Nc1ccccn1)c1ccc([N+](=O)[O-])cc1 | -0.7 | 3 | -0.1 | 0.5 | -24 | -27 | -28 | 0.5 | 0
Cc1cccc(C)c1NC(=O)CS(=O)CC(=O)NC1CCN(Cc2ccccc2)CC1 (stereo not given) | 1.1 | 2 | 1.4 | 1.1 | 19 | -2 | 2 | 0.5 | -4
CCCC(=O)N(c1ccc(F)cc1)C1C=CS(=O)(=O)C1 (stereo not given) | 1.0 | 7 | 0.9 | 0.0 | 26 | 3 | -13 | -1.0 | 3
COc1ccccc1NC(=O)N1CCCC(c2nc3c(nnn3Cc3ccc(C)cc3)c(=O)[nH]2)C1 (stereo not given) | 0.1 | 4 | 1.0 | 0.1 | 32 | -12 | -33 | 1.6 | 0
C/C(=N\O)c1ncc(C(F)(F)F)cc1Cl | 2.2 | 6 | 1.7 | 0.6 | 2 | -12 | 2 | -0.6 | -2
Cc1cc(C)nc(N(C#N)Cc2ccccc2C)n1 | -2.0 | 3 | 0.9 | -0.6 | 32 | -11 | -6 | 0.5 | -3
CC(C)C(OC(=O)c1cccs1)C(=O)NCc1ccccc1 (stereo not given) | -2.8 | -1 | 0.4 | -0.3 | -36 | 5 | 3 | -0.5 | -3
O=C(COC(=O)C1=COCCO1)Nc1cccc(Oc2ccccc2)c1 | 1.7 | 0 | 0.3 | 0.1 | 24 | 4 | 13 | -3.1 | -5
CC1(C)Cc2c(C#N)c(N3CCN(C(=O)c4ccccc4)CC3)nc(-c3ccco3)c2CS1 | 1.9 | 2 | 1.2 | -0.1 | 19 | 1 | -43 | -1.5 | -4
Cc1sc(-n2c(C)cc(C=O)c2C)c(C(=O)O)c1C | -0.4 | 0 | 0.3 | 1.0 | 41 | -2 | -44 | -1.0 | -4

4 compounds from above, ordered by heavy-atom count, highest first.
SMILES | TRPN1 ag | BaF3 parental | PERK inhibitor | TRPML3 agonist | EP2 mod | S1P4 antagonist | m-calpain inh | S1P4 ag | Ba/F3 V617F tox
COc1ccccc1NC(=O)N1CCCC(c2nc3c(nnn3Cc3ccc(C)cc3)c(=O)[nH]2)C1 (stereo not given) | 0.1 | 4 | 1.0 | 0.1 | 32 | -12 | -33 | 1.6 | 0
NC(=O)c1ccc[n+](CCC[n+]2cccc(C(N)=O)c2)c1 | 0.8 | 5 | 0.5 | 0.8 | -16&7 | -14 | 11 | -1.1 | 4
CCCC(=O)N(c1ccc(F)cc1)C1C=CS(=O)(=O)C1 (stereo not given) | 1.0 | 7 | 0.9 | 0.0 | 26 | 3 | -13 | -1.0 | 3
C/C(=N\O)c1ncc(C(F)(F)F)cc1Cl | 2.2 | 6 | 1.7 | 0.6 | 2 | -12 | 2 | -0.6 | -2

Screening data: PubChem BioAssay, several laboratories

This is a random part of the collection (roughly 3.6% active in at least one column).
